CSN inh: inhibitors of human CSN-mediated cullin deneddylation; inhibition, % at 12.5 µM; Purified CSN, SCF-Nedd8-OG deneddylation, fluorescence polarization; Q92905; 360,000 tested, 0.38% active;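 active means pattern-corrected inhibition above about 35%, with an unprinted fluorescence ratio check between 0.5 and 1.5, limit read from the data, passing the limit was not always enough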;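 further: 0% = enzyme with substrate and 100% = substrate without enzyme; some results filed as inactive read as strong as hits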
Target sequence (Q92905 whole entry, looked up, one chain of several): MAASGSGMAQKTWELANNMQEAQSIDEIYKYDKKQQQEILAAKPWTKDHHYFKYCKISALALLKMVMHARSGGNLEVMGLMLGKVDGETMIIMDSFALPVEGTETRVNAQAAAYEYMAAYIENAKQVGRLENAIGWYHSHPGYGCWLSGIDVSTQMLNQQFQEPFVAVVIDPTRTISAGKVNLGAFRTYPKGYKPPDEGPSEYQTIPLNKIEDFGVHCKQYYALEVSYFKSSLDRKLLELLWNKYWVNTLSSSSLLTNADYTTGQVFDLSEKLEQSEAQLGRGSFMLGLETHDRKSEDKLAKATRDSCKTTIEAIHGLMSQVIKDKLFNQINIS
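test system = HEK293T-derived human Csn5 enzyme | amount = 0.24 nM Csn5 enzyme, final concentration | medium = Tris/NaCl/DTT buffer, pH 7.5 | schedule = 90 min reaction at room temperature | signal = FP | evaluation = inhibition of Csn5 cleavage, % | compound dosing = single dose of 12.5 µM compound with 0.25% DMSO | probe or stimulus = 10 nM SCFSkp2-Nedd8OG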
eLon inh: E. coli protease La inhibition | purified E. coli Lon protease, fluorescence polarization | inhibition, % at 7.94 µM | 360,000 tested, 0.42% active | AID 602123 | P0A9M0; in the data active means inhibition above about 13%, passing the limit was not always enough;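 further: 0% = enzyme with probe and DMSO and 100% = no enzyme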
MT1-MMP act inh: blocks activation of human MT1-MMP. P50281. HT1080 RFP-PRO-GFP cells, GFP/RFP ratio fluorescence, overnight; percent of plate control window, DMSO zero. GFP/RFP ratio change, % at 20 µM. 360,000 tested, 0.061% active. AID 651647;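 active means GFP/RFP ratio change of at least 30% with cell ATP level not reduced by more than half and red fluorescence within 50% of control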; further: strong numbers were not always called active
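Assay system: HT1080 cells carrying an RFP-PRO-GFP reporter | Dosing: Single dose of 20 µM compound, 1% DMSO final | Incubation: Cells overnight before dosing, compound overnight, 37 °C, 5% CO2 | Evaluation: GFP/RFP fluorescence ratio | Control set: DMSO and RFP-L50D-GFP cell wells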
FAS-TE inh: blocks the thioesterase domain of human fatty acid synthase; P49327; recombinant FAS-TE, OMFH fluorogenic substrate, fluorescence endpoint; inhibition, % at 15 µM; 360,000 tested, 0.67% active;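 active means compounds whose normalised, plate-corrected inhibition of enzyme fluorescence in the single-dose primary screen is 50% or more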;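 further: 0% = DMSO with enzyme and 100% = substrate without enzyme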
PABP1 MLLE inh: inhibitors of microRNA-mediated deadenylation, human PABP1 MLLE binding; P11940; GST-MLLE / FITC-PAM2 fluorescence polarization; inhibition, % at 20 µM; 360,000 tested, 0.36% active; in the data active means inhibition above about 35%, passing the limit was not always enough;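 further: plate controls were DMSO wells with GST-MLLE for no effect and wells lacking GST-MLLE protein for full effect; some results filed as inactive read as strong as hits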
Target sequence (P11940 whole entry, looked up): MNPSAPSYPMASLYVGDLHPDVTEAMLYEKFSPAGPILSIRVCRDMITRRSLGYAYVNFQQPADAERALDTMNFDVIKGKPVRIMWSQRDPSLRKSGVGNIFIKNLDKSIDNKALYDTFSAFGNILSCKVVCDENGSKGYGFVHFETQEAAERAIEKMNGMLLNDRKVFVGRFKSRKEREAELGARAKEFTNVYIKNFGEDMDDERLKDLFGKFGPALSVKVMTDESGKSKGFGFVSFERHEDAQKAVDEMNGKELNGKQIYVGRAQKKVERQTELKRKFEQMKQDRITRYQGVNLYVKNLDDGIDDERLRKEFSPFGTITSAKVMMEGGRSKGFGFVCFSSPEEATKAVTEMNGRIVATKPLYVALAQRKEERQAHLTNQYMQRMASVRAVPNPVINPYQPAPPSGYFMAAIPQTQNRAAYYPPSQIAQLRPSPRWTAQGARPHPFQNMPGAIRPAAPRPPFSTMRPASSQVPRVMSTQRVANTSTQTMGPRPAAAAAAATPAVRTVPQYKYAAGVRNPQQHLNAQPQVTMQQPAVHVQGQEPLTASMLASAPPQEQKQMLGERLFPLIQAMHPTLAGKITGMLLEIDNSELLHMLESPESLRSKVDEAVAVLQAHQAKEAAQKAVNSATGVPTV
bovine MsrA act: activates bovine MsrA enzyme. 360,000 tested, 0.3% active. purified bovine MsrA, absorbance read-out. AID 602163. activation, % at 10.6 µM; in the data active means activation above about 7.5%;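 further: 0% = vehicle and 100% = reference activator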
Rpn11 block: blocks the human proteasome subunit Rpn11; 360,000 tested, 0.59% active; AID 588493; O00487; human 26S proteasome, Ub4-pepOG fluorescence polarization; 20S core pre-blocked with epoxomicin; calls only at 20 µM;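 active means inhibition at 20 µM, scaled to each plate's controls, above about 33%, limit read from the data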
Rin1-Abl PPI inh: human Rin1-Abl interaction inhibition; P00519+Q13671; TR-FRET Rin1/Abl binding, biochemical; inhibition, % at 7.35 µM; 360,000 tested, 0.4% active; AID 588664; in the data active means inhibition above about 5%, passing the limit was not always enough
MsrA inhibitor: inhibitors of bovine MsrA. purified bovine MsrA, absorbance read-out. inhibition, % at 15.5 µM. 360,000 tested, 0.75% active. AID 651718; in the data active means inhibition above about 4.5%;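 further: 0% = vehicle wells with enzyme and 100% = reference inhibitor wells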
Numbers without * were called inactive; i = inactive; / = not tested or not shown; & = joins results of further samples.

SMILES | CSN inh | eLon inh | MT1-MMP act inh | FAS-TE inh | PABP1 MLLE inh | bovine MsrA act | Rpn11 block | Rin1-Abl PPI inh | MsrA inhibitor
COc1ccc(NC(=O)C(c2cc3c(cc2[N+](=O)[O-])OCO3)N2CCN(C=O)CC2)cc1 (configuration not stated) | 0 | 0 | -2 | -10 | 15 | -7 | i | 0 | 2.2
CCN(CC)C(=O)CN1CCC(n2c(C)nc3cc(C(F)(F)F)ccc32)CC1 | 1 | -14 | -7 | -10 | 18 | -6 | i | 0 | -0.9
O=C(CCc1ccccc1)NCCS(=O)(=O)N1CCN(c2ccccc2)CC1 | 1 | 0 | -1 | -2 | 5 | -3 | i | 1 | -0.8
CCOc1ccc(N(CC(=O)NC2CCCC2)S(=O)(=O)c2ccccc2)cc1 | 3 | 0 | 0 | 1 | -3 | -4 | i | 3 | -0.1
Cc1[nH]nc(-c2ccc(OCc3cnn(-c4ccccc4)c3)cc2O)c1Oc1ccc(Cl)cc1 | 1 | 2 | 2 | -11 | 11 | -10 | i | 0 | 0.5
COc1ccc(S(=O)(=O)Nc2c(C)cc(C)cc2C)c2cccnc12 | 1 | 4 | 2 | -36 | -7 | 0 | i | -1 | 0.4
Cc1cc(C)n2nc(SC(C)C(=O)NCc3ccco3)nc2n1 (configuration not stated) | 3 | -7 | -2 | -8 | -1 | -10 | i | 2 | 0.1
O=C(CSc1nnc(-c2cccs2)n1Cc1ccco1)Nc1ccc2c(c1)OCO2 | 0 | -4 | 4 | 2 | -91 | -1 | i | -1 | 0.1
CN(C)CCNC(=O)Cn1c(=O)c2cccn2c2ccc(F)cc21 | -1 | -2 | 3 | -8 | 3 | 0 | i | -2 | -0.8
O=C(N[C@@H](Cc1c[nH]c2ccccc12)C(=O)NC1CC1)c1ccccc1Cl | -16 | 1 | 2 | -6 | 21 | -5 | i | 1 | -0.5
CCC1Nc2ncnc(N3CCCCC3)c2N(Cc2ccc(Cl)cc2)C1=O (configuration not stated) | -1&-5 | 2&-2 | -1&4 | 12&-3 | 6&2 | -1&-1 | i | -1&1 | -0.3
CCCN1CCc2c(sc(NC(=O)c3ccc(S(=O)(=O)N(C)c4ccccc4)cc3)c2C(=O)NC)C1 | 42* | -282 | -76 | -100 | -104 | -1 | / | -3 | -0.1

Another view of part of the listing above.
Screens in order – CSN inh | eLon inh | MT1-MMP act inh | FAS-TE inh | PABP1 MLLE inh | bovine MsrA act | Rpn11 block | Rin1-Abl PPI inh | MsrA inhibitor
COc1ccc(S(=O)(=O)Nc2c(C)cc(C)cc2C)c2cccnc12
  1 | 4 | 2 | -36 | -7 | 0 | i | -1 | 0.4
Cc1cc(C)n2nc(SC(C)C(=O)NCc3ccco3)nc2n1 (configuration not stated)
  3 | -7 | -2 | -8 | -1 | -10 | i | 2 | 0.1
O=C(CSc1nnc(-c2cccs2)n1Cc1ccco1)Nc1ccc2c(c1)OCO2
  0 | -4 | 4 | 2 | -91 | -1 | i | -1 | 0.1

Individual results from above.
`CCC1Nc2ncnc(N3CCCCC3)c2N(Cc2ccc(Cl)cc2)C1=O` (configuration not stated) @ FAS-TE inh: 12&-3
`O=C(CCc1ccccc1)NCCS(=O)(=O)N1CCN(c2ccccc2)CC1` @ CSN inh: 1

(listing goes on)
SMILES | CSN inh | eLon inh | MT1-MMP act inh | FAS-TE inh | PABP1 MLLE inh | bovine MsrA act | Rpn11 block | Rin1-Abl PPI inh | MsrA inhibitor
CCOC(=O)c1cc(S(=O)(=O)Nc2ccc(OC)cc2OC)cn1C | -2 | 5 | 7 | -8 | 7 | -7 | i | 5 | -1.0
CC1(C)OC(=O)C2=C(C[C@@H](C3CC3)O[C@@H]2C2CC2)O1 | -6 | 5 | -2 | -11 | / | -5 | / | / | 1.5
O=C(CCC(=O)N(CC(=O)NC1CCCC1)c1cccc(F)c1)Nc1nccs1 | -5 | -1 | -4 | -6 | 3 | -2 | i | 2 | -0.6
COc1ccc(CN(CC2CCC(C(=O)O)CC2)C(=S)Nc2cc(C)ccc2C)cc1 (configuration not stated) | 3 | 0 | 1 | -7 | -1 | -3 | i | -1 | -0.3
Cc1ccc2c(c1)N(C(=O)CCC(=O)Nc1ccccc1Cl)CC(C)O2 (configuration not stated) | -2 | 3 | 3 | 9 | 1 | -1 | i | -4 | -0.7
CCN(CC)C(=O)CCc1nnc(CCc2c[nH]c3ccccc23)o1 | 3 | -10 | -1 | -10 | -1 | -3 | i | 0 | 0.4
CCOC(=O)c1c(NC(=O)CN2CCCCC2)sc2c1CCN(C(=O)OCC)C2 | 0 | -11 | -7 | 9 | -8 | 1 | i | 1 | -0.7
CC(C)CN1CCN(Cc2cn(C)c3ccccc23)CC1CCO (configuration not stated) | -2 | -18 | -2 | -3 | 4 | -1 | i | -3 | 0.5
O=C(Nc1cccc(NC(=O)C2CCCO2)c1)c1ccco1 (configuration not stated) | -2 | -4 | 2 | -17 | -4 | -1 | i | 0 | 0.9
O=C(CSCC(=O)Nc1cccc([N+](=O)[O-])c1)Nc1ccccc1 | -5 | -6 | 2 | -2 | 5 | -1 | i | -4 | 0.1
Cc1nc(C(=O)Nc2cc(Cl)ccc2Cl)nn1-c1cc(OC(C)C)c(Cl)cc1Cl | 3 | -15 | 5 | 24 | -1 | -1 | i | 0 | -0.4
COc1ccc(N(CCC(=O)O)S(=O)(=O)c2ccc(C)cc2C)cc1 | -5 | 3 | 1 | -5 | 0 | 0 | i | 2 | -1.8

A second format for some results above.
SMILES,CSN inh,eLon inh,MT1-MMP act inh,FAS-TE inh,PABP1 MLLE inh,bovine MsrA act,Rpn11 block,Rin1-Abl PPI inh,MsrA inhibitor
COc1ccc(CN(CC2CCC(C(=O)O)CC2)C(=S)Nc2cc(C)ccc2C)cc1 (configuration not stated),3,0,1,-7,-1,-3,i,-1,-0.3
Cc1nc(C(=O)Nc2cc(Cl)ccc2Cl)nn1-c1cc(OC(C)C)c(Cl)cc1Cl,3,-15,5,24,-1,-1,i,0,-0.4

(more compounds)
SMILES | CSN inh | eLon inh | MT1-MMP act inh | FAS-TE inh | PABP1 MLLE inh | bovine MsrA act | Rpn11 block | Rin1-Abl PPI inh | MsrA inhibitor
COc1cc(Cl)ccc1OCc1cc(C(=O)N(C)CCc2c(C)n[nH]c2C)no1 | 7 | -9 | -1 | -2 | 5 | -3 | i | 0 | 0.4
Cc1cccc(NC(=O)CCn2cnnn2)c1 | 1 | 5 | -1 | -8 | 10 | -3 | i | 1 | -0.4
CC(C)Oc1ccc(/C=N/NC(=O)c2nnn(-c3nonc3N)c2CN(C)C2CCCCC2)cc1 | 2 | 1 | -2 | -10 | 2 | -1 | i | -1 | 0.2
C[C@@H]1CN([C@H](C)CO)C(=O)CCCn2nncc2CO[C@H]1CN(C)S(=O)(=O)c1ccc2ccccc2c1 | -2 | -1 | 2 | -6 | -19 | -5 | i | 0 | 2.9
C=C(C)c1cccc(C(C)(C)NC(=O)N(Cc2ccccc2)Cc2ccco2)c1 | 0 | 2 | -17 | 3 | -5 | 5 | i | 2 | -0.2
COc1ccc(CN(C)CC(=O)NCC(=O)Nc2c(C)cccc2C)cc1 | -5 | -4 | -4 | -8 | -13 | -1 | i | 0 | 0.9
O=C(Nc1ccccc1C(=O)NC(Cc1ccc(O)cc1)C(=O)O)c1ccccc1 (configuration not stated) | 1 | -15 | 2 | -7 | 11 | -4 | i | 3 | 1.7
O=C(C1=C(O)C(=O)N(CCN2CCOCC2)C1c1ccc(Cl)cc1)c1cc2ccccc2o1 (configuration not stated) | 1 | -6 | -6 | 6 | -10 | -5 | i | -5 | 1.2
COc1ccc(CCCC(=O)NC(C)c2ccccc2)cc1 (configuration not stated) | -4 | -9 | 2 | -8 | -10 | -4 | i | 2 | -0.3
Fc1ccc(Oc2cnc3ccccc3n2)cc1 | 2 | -9 | -8 | 3 | 15 | -3 | i | -2 | -0.4
O=C(COC(=O)CSc1ccccc1)NCCNC(=O)COC(=O)CSc1ccccc1 | -4 | 1 | 0 | -3 | 8 | -4 | i | 3 | -0.5
O=C(Nc1nc(-c2cccc([N+](=O)[O-])c2)cs1)C(c1ccccc1)c1ccccc1 | 1 | -1 | -16 | 52* | 6 | -2 | i | 0 | 0.2
CN(C)CCCN(C(=O)COc1ccccc1)c1nc2cc3c(cc2s1)OCCO3 | 3 | 10 | 2 | -2 | 19 | -2 | i | 0 | 0.4
CCn1c(SCC(=O)Nc2ccc(Br)cc2)nc2sc3c(c2c1=O)CCN(C)C3 | 4 | -1 | 2 | -16 | 4 | -2 | i | 5 | 0.6
CC(C)(C)c1csc(Sc2ccc([N+](=O)[O-])cn2)n1 | 6 | 4 | 2 | 26 | 3 | -9 | i | -3 | -0.3
COc1ccc(OCc2cc(C(=O)NCC3CCOCC3)no2)c(Cl)c1 | -3 | 1 | 3 | -1 | 20 | -3 | i | 2 | 0.2
CCOC(=O)C1CCCN(CC(=O)Nc2cccc(C(C)=O)c2)C1 (configuration not stated) | -1 | -4 | -3 | -6 | -37 | -8 | i | 1 | 0.7
CC(C)CNC(=S)NC1CC2CCC(C1)N2Cc1ccccc1 (configuration not stated) | 8 | -9 | 5 | -5 | 5 | -8 | i | 4 | 1.1
COc1ccc(C(CNC(=O)c2ccc(C)c(S(=O)(=O)N3CCOCC3)c2)N2CCCC2)cc1 (configuration not stated) | -5 | -15 | -1 | -6 | -5 | -2 | i | 4 | 0.2
Cc1ccc(-c2nc3ccccc3c(=O)n2Cc2ccccc2)cc1 | 0 | 6 | -4 | 20 | 1 | -10 | i | 5 | 0.8
CCOc1ccccc1OCC(=O)Nc1ccc(N2CCCCC2)cc1 | -2 | -9 | 2 | 5 | 0 | 2 | i | -1 | -0.5
COc1cccc(-c2ccc3c(c2)O[C@H](CN(C)C(=O)c2ccccc2F)[C@H](C)CN([C@H](C)CO)S3(=O)=O)c1 | -8 | 1 | -6 | 19 | -1 | 1 | i | 5 | -0.4
Cc1c(NS(=O)(=O)c2ccccc2)cc(Cl)c(O)c1C | 0 | -7 | -9 | -11 | -6 | 1 | i | -4 | -1.0
COc1cc(-c2nnc3sc(Cc4ccc(Cl)cc4)nn23)cc(OC)c1OC | 0 | 2 | 7 | 33 | 23 | -5 | i | -1 | -1.0
CC1=NN(C(=O)c2ccc(Br)cc2)C(O)(c2ccccc2)C1 (configuration not stated) | 4 | -1 | 5 | 18 | 0 | -2 | i | 2 | 0.8
Cn1ccnc1-c1nnn(-c2ccc(F)cc2)n1 | -1 | -1 | -1 | -8 | 1 | -1 | i | 3 | -0.2
CC(C)c1nnc(NC(=O)c2cccc(NC(=O)C(F)(F)F)c2)s1 | 3 | -3 | -2 | -3 | 26 | 1 | i | 1 | 1.6
CCCc1cc(=O)[nH]c(SCc2nc3ccccc3o2)n1 | -1 | -3 | 11 | -5 | -11 | -1 | i | 0 | -0.5
CCOc1cc2[nH]c(=S)n(CCCOC)c(=O)c2cc1OCC | -8 | 0 | 4 | 0 | -39 | -10 | i | 2 | 1.0
CC(OC(=O)c1nc(Cl)ccc1Cl)C(=O)c1ccccc1 (configuration not stated) | 3 | 2 | -1 | 0 | 9 | -6 | i | 1 | 0.1
Cc1cc2n(n1)C(c1ccccc1)CC(c1ccc(Br)cc1)=N2 (configuration not stated) | -10 | 60* | -82 | 0 | 19 | -4 | i | 0 | /

Source: PubChem
